Screening data as filed in PubChem.
IDH1 R132H inh: qHTS for Inhibitors of mutant isocitrate dehydrogenase 1 (IDH1): qHTS | IDH1-R132H enzyme, NADPH consumption, diaphorase/resazurin fluorescence | Potency, µM (top dose mostly 76.6 µM), for inactives: at the top dose activity change, negative = inhibition, most hits filed as inhibitors | 0.093% of 390,000 active; also: nearly all actives have a fitted effect of over 65% in size
Target sequence (O75874 whole entry R132H, stated change not applied): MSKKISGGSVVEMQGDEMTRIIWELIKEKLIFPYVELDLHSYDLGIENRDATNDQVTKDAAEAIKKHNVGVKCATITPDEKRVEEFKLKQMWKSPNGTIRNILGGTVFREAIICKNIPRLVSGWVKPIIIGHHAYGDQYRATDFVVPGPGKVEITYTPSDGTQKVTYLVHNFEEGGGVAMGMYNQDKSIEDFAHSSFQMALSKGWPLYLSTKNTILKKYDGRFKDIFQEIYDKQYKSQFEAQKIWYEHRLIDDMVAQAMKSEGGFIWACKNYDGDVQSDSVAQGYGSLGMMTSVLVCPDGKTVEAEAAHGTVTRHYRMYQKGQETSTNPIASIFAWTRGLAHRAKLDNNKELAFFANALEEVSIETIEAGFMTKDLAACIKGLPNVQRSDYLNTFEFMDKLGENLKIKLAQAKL
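IDH1-R132H (0.5 ug/mL dispensed) in pH 7.5 Tris buffer was preincubated 30 min with compound, then given a substrate mix of 0.016 mM NADPH and 2 mM alpha-KG for 80 min at room temperature; remaining NADPH was read by diaphorase/resazurin fluorescence.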
USP1-UAF1 inh: Inhibitors of USP1/UAF1: Primary Screen; Ubiquitin carboxyl-terminal hydrolase 1 (Homo sapiens), O94782; AID 743255, 2014; recombinant USP1/UAF1, Ub-Rhodamine cleavage fluorescence; Potency, µM (highest dose often 57.1 µM), inactives show at the highest dose activity change, negative = inhibition, actives largely listed as inhibitors; 0.23% of 390,000 active; also: nearly all actives have a fitted effect of over 60% in size; inactives centre near -12
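USP1/UAF1 complex (1 nM) preincubated 15 min at room temperature with compound, then Ub-Rho substrate (150 nM final) added. Kinetic fluorescence at 480/540 nm over 6 reads at 60 s intervals; 50 mM HEPES pH 7.8, 0.5 mM EDTA, 0.1 mg/ml BSA, 1 mM TCEP, 0.01% Tween-20.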
The depositor's hits bear a star; ? = inconclusive. Calls follow the shape of the dose curve; as a rule, active = well fitted inhibition curve with a large enough effect; inconclusive = small, poorly fitted or top-dose-only effect; inactive = no such curve, though single readings can be large or run the other way. % is scaled to controls: 0 for no effect and ±100 for the full control effect; potency is read from the fitted curve at half-maximal effect. Not all compounds are listed; count on the stated rates, not on these rows.

SMILES	IDH1 R132H inh	USP1-UAF1 inh
COC(=O)c1cn(C)c2ccc(S(=O)(=O)N(C)C3CCCCC3)cc2c1=O	11%	-23%
O=C(CN1CCN(C(=O)c2ccco2)CC1)Nc1cc(S(=O)(=O)N2CCCC2)ccc1Cl	9%	-11%
CCOc1cccc(CN2CCC(Oc3ccc(C(=O)N4CCCC4)cc3)CC2)c1O	-4%	-18%
Cc1cccnc1NC(=O)c1ccc(S(=O)(=O)N2CCCC2)cc1	8%	5%
COc1ccccc1C(=Cc1ccc([N+](=O)[O-])cc1)C(=O)O	2%	-20%
O=C(COc1ccc(S(=O)(=O)N2CCOCC2)cc1)NCCc1ccc(Cl)cc1	11%	-14%
Cc1nccn1CC(=O)c1ccccc1	16%	-12%
Cc1cn([C@H]2C[C@H](O)[C@@H](CCC(=O)NCc3ccc(N(C)C)cc3)O2)c(=O)[nH]c1=O	-3%	?
Cc1cccc(-n2ncc3c2CCCC3NC(=O)c2ccncc2)c1C (stereo not given)	4%	2%
C[C@@H]1CN([C@H](C)CO)C(=O)CCCn2nncc2CO[C@H]1CN(C)C(=O)C1CC1	13%	-24%
COc1ccc2c(c1)c1c(c(=O)n(-c3ccc(C)cc3)c(=O)n1CC(=O)NCC1CCCO1)n2C (stereo not given)	-1%	-6%
CCOc1ccc2nc(N/C(N)=N/S(=O)(=O)c3ccc(C)cc3)nc(C)c2c1	-2%	-18%
COCCCn1c(C(=O)NC2CCCCC2)cc2c(=O)n3cccc(C)c3nc21	20%	-21%
N#CCSc1ccccc1NC(=O)COC(=O)C1CCN(C(=O)c2ccc(Cl)cc2)CC1	7%	-23%
CCN(CC)C(=O)C1=C(C)N(Cc2ccccc2)C(=O)C(CC(=O)NCc2cccs2)C1 (stereo not given)	0%	-3%

The list goes on (four carried over from the part before).
SMILES	IDH1 R132H inh	USP1-UAF1 inh
CCOc1ccc2nc(N/C(N)=N/S(=O)(=O)c3ccc(C)cc3)nc(C)c2c1	-2%	-18%
COCCCn1c(C(=O)NC2CCCCC2)cc2c(=O)n3cccc(C)c3nc21	20%	-21%
N#CCSc1ccccc1NC(=O)COC(=O)C1CCN(C(=O)c2ccc(Cl)cc2)CC1	7%	-23%
CCN(CC)C(=O)C1=C(C)N(Cc2ccccc2)C(=O)C(CC(=O)NCc2cccs2)C1 (stereo not given)	0%	-3%
O=Nc1ccc(NO)c2ccccc12	-9%	-16%
C[C@@H]1CN([C@H](C)CO)C(=O)CCCn2nncc2CO[C@H]1CN(C)C(=O)Nc1cccc2ccccc12	2%	-26%
CC1(C)OCC(N)(CO)CO1	10%	-6%
Cc1ccc(S(=O)(=O)NCc2cccc([N+](=O)[O-])c2)cc1	-1%	?
COc1ccccc1Cn1c(=S)[nH]c2cc(C(=O)N3CCCC(C)C3)ccc2c1=O (stereo not given)	-12%	-9%
C[C@@H]1CN([C@H](C)CO)S(=O)(=O)c2ccc(Br)cc2O[C@H]1CN(C)C(=O)Nc1ccccc1	-3%	-23%
CN(Cc1ccccc1)S(=O)(=O)c1ccc(Cl)c(C(=O)N2CCOCC2)c1	8%	-20%
CC(=O)c1ccc(OCC(=O)Nc2ccc3c(c2)OCO3)cc1	-13%	?
CC(=O)N(CC#CCN(C(C)=O)c1ccccc1)c1ccccc1	-2%	9%
CCC/C=C/c1ccc(CN2C(CC(C)C)C(=O)N(Cc3cn(CC4CCCCC4)nn3)CCS2(=O)=O)cc1 (stereo not given)	-6%	-17%
O=S(=O)(c1cccc(C(F)(F)F)c1)N1c2ccccc2-n2cccc2C1c1cccnc1 (stereo not given)	-24%	-35%
C[C@H](CO)N1C[C@H](C)[C@@H](CN(C)Cc2ccc(Cl)c(Cl)c2)OCc2cnnn2CCCC1=O	0%	-19%
CN(C(=O)COC(=O)c1ccc(S(=O)(=O)N2CCCCCC2)cc1)c1ccccc1	7%	-27%
Cc1cccc(NC(=O)CSc2nncn2N)c1C	0%	-19%
Cc1ccc(S(=O)(=O)NCc2ccccc2)cc1C(=O)NCc1ccncc1	-1%	-12%
CCCCC(=O)N1C(C)CCC1C (stereo not given)	8%	-15%
Nc1nc(N)c2cc(S(=O)(=O)c3cccc(C(F)(F)F)c3)ccc2n1	3%	?
COc1ccc([C@H]2CN(c3ccc(OC)cc3)C(=O)[C@@H]2CC(=O)Nc2ccccc2)cc1	7%	-29%
C[C@H](CO)N1C[C@H](C)[C@H](CN(C)Cc2ccncc2)Oc2ncc(C#CC3CC3)cc2C1=O	5%	-16%
Cc1ccc(NC(=O)Cn2sc3ccccc3c2=O)cc1	10%	-24%
CNC(=O)C[C@H]1C(=O)N(c2ccccc2)C[C@@H]1C	14%	-19%
CCCCCCN1C[C@H](O)[C@@H](n2cc(C3CC3)nn2)C[C@@H]1c1ccc(C)cc1	4%	-6%
Cc1ccc(Cc2c(-c3ccc(Cl)cc3)nc3ccc(Br)cn23)cc1	27%	-22%
COc1ccc(OCC(=O)Nc2ccc3c(c2)nc(CCN2CCN(c4ccccn4)CC2)n3C)cc1	2%	-21%
Cc1cc(/C=C(\C#N)C(=O)OCC(=O)N(C)c2c(N)n(Cc3ccccc3)c(=O)[nH]c2=O)c(C)n1CC(C)C	3%	-25%
Cc1cc(C)c(S(=O)(=O)N(C)CC(=O)N2CCCC2)c(C)c1	-1%	-8%
Cc1ccc(C)c(C(=O)OCC(=O)NC(=O)NCc2ccccc2)c1	11%	-19%
O=C(CCNC(=O)N1CC(=O)Nc2ccccc21)NCc1ccccc1	-5%	-24%
CC(C)OCCCNC(=S)N1CCC(C(=O)c2ccc(F)cc2)CC1	-5%	-17%
CCN(CC)C(=O)C1=C(C)N(Cc2ccc(C(C)(C)C)cc2)C(=O)C(CC(=O)NC2CCCC2)C1 (stereo not given)	9%	?
COC(=O)CCN1CCC2CC1c1cc(N3CCCCC3)ccc12 (stereo not given)	0%	2%
Cc1cc(C)n2nc(C(=O)OCC(=O)Nc3ccc(Cl)cc3)nc2n1	0%	-20%
O=C(Nc1cccc(C(=O)O)c1)/C(=C\c1ccc2c(c1)OCO2)NC(=O)c1ccccc1Br	-5%	7%
CC(NC(=O)c1ccc(Cl)c(S(=O)(=O)NC2CC2)c1)c1ccco1 (stereo not given)	0%	-7%
Cc1cccc(C(=O)OCC(=O)N2c3ccccc3CC2C)c1C (stereo not given)	5%	?
COc1ccc(NC(=O)C[C@H]2C(=O)N(c3ccc(OC)cc3)C[C@@H]2CSC)cc1	2%	-12%
COC(=O)N(C)C[C@@H]1OCc2cn(nn2)CCCC(=O)N([C@@H](C)CO)C[C@H]1C	2%	-4%
C[C@@H]1CN([C@H](C)CO)C(=O)c2c(c3ccccc3n2C)-c2ccccc2CO[C@H]1CN(C)C(=O)c1cc(Cl)cc(Cl)c1	-4%	-17%
CC1=C(C(=O)Nc2cccc(C(=O)NCC(C)c3ccccc3)c2)SCCO1 (stereo not given)	8%	-17%
C[C@@H]1CN([C@@H](C)CO)C(=O)CCCn2nncc2CO[C@H]1CN(C)C(=O)Nc1ccc(-c2cccs2)cc1	-1%	-16%
O=C(OCc1cn([C@H]2CN(Cc3cccs3)[C@@H](c3ccc(Cl)cc3)C[C@@H]2O)nn1)c1ccccc1	-7%	-28%
C[C@H](CO)N1C[C@H](C)[C@H](CN(C)C(=O)c2ccccc2)OCc2cnnn2CCCC1=O	-8%	-31%
CCOC(=O)C1CC(=NO)c2ccc(OC)c(OC)c2C1 (stereo not given)	13%	-25%
CN(C)S(=O)(=O)Nc1ccc(Cc2ccncc2)cc1	3%	-23%
COCC(=O)Nc1ccc(S(=O)(=O)Nc2onc(C)c2C)cc1	-5%	-25%
CCCc1c(C)nc2scc(-c3ccc(Cl)cc3)n2c1=O	-6%	-19%
Nc1ccc2c(Cl)cc(Cl)cc2c1	-2%	-16%
O=C(OCc1cn([C@H]2CN(C(=O)C3CCCCC3)[C@@H](c3ccc(Cl)cc3)C[C@@H]2O)nn1)c1ccccc1	-8%	-29%
CCc1noc(C)c1C(=O)N1CCCC(Nc2cccc(F)c2)C1 (stereo not given)	0%	-12%
CCN1C(=O)CSC1=Nc1ccc(C(=O)OC)cc1	-1%	-20%
CC1=C(C(=O)Nc2cc(C(=O)NCc3ccccc3)ccc2C)SCCO1	5%	1%
CCN1C(=O)[C@H]2[C@@H](c3ccc(C)cc3)N[C@]3(CCCN(Cc4ccc(OC)cc4)C3=O)[C@H]2C1=O	2%	-10%
CN(N=Nc1ccccc1C(=O)O)C1CCCCC1	7%	0%
CCCC#Cc1cnc2c(c1)C(=O)N([C@H](C)CO)C[C@@H](C)[C@@H](CN(C)C(=O)Nc1cccc(F)c1)O2	-11%	-4%
CN(C)C(CNC(=O)c1cc(Br)c(Br)s1)c1ccco1 (stereo not given)	1%	-14%
COc1ccccc1N1CCN(C(=O)[C@@H]2CCCN2C2=NS(=O)(=O)c3ccccc32)CC1	7%	-21%
CCOc1ccc(/C=N/Nc2cc(N3CCOCC3)ncn2)c(O)c1	-7%	-8%
Cc1nc2sccn2c(=O)c1S(=O)(=O)NCC1CCN(Cc2ccc(Cl)cc2)CC1	-1%	-31%
CSc1nc(N)c(C(=O)N(c2ccccc2)c2ccccc2)s1	4%	-31%
Cc1ccc(S(=O)(=O)N2CCOCC2)cc1NC(=O)COC(=O)COc1ccc(C#N)cc1	-3%	-14%

Overlap with the part before: 3 entries, followed by the next part.
SMILES	IDH1 R132H inh	USP1-UAF1 inh
Cc1nc2sccn2c(=O)c1S(=O)(=O)NCC1CCN(Cc2ccc(Cl)cc2)CC1	-1%	-31%
CSc1nc(N)c(C(=O)N(c2ccccc2)c2ccccc2)s1	4%	-31%
Cc1ccc(S(=O)(=O)N2CCOCC2)cc1NC(=O)COC(=O)COc1ccc(C#N)cc1	-3%	-14%
O=C(NCc1ccccc1C(F)(F)F)c1cccc2c1C(=O)c1ccc(N3CCC(N4CCCCC4)CC3)cc1S2(=O)=O	-6%	?
COc1ccccc1NC(=O)C(CC(=O)O)Cc1cc(C)cc(C)c1 (stereo not given)	-16%	-22%
COc1ccccc1CNC(=O)COC(=O)Cn1cnc2c1c(=O)n(C)c(=O)n2C	1%	-22%
Cc1ccc(C(=O)Nc2ccncc2)cc1S(=O)(=O)N1CCCCC1	6%	5%
CCCCCCN1C[C@H](O)[C@@H](n2cc(COC(=O)c3ccccc3)nn2)C[C@@H]1c1ccc(Cl)cc1	1%	-16%
Cn1c2ccccc2c(=O)c2ccc(Cl)cc21	-7%	-30%
CCCCCC(=O)N1C[C@@H](n2cc(C3CC3)nn2)[C@H](O)C[C@@H]1c1ccc(Cl)cc1	15%	-18%
COc1ccc(CN(C)C[C@H]2OCc3cnnn3CCCC(=O)N([C@H](C)CO)C[C@@H]2C)cc1	-2%	-2%
C[C@H](CO)N1C[C@H](C)[C@H](CN(C)Cc2ccccc2)Oc2ncc(Br)cc2C1=O	-4%	8%
CC(C)CN1C(=O)C(=O)N(CC(=O)NCCCc2ccccc2)C1=O	8%	-15%
COc1cc2nc3n(c(=O)c2cc1OC)-c1cc2ccccc2cc1C(=O)NC3Cc1ccccc1 (stereo not given)	-7%	-27%
CC1=C(C(=O)N2CCOCC2)CC(CC(=O)NCCCCc2ccccc2)C(=O)N1CCCN1CCCC1=O (stereo not given)	4%	-23%
CCSC1C(=O)N(C)C(SCC)C(=O)N1C (stereo not given)	-5%	6%
CN(CCCn1cnc2c(OCc3ccccc3)ncnc21)Cc1ccco1	2%	-12%
COc1ccccc1N1CCCSC1=Nc1ccccc1	8%	-17%
COc1cccc(C#Cc2ccc3c(c2)O[C@@H](CN(C)C(=O)c2ccccn2)[C@@H](C)CN([C@H](C)CO)S3(=O)=O)c1	0%	-30%
Cc1nc(N/N=C/c2cccc([N+](=O)[O-])c2)cc(N2CCCCC2)n1	5%	-15%
COc1ccc(NC(=O)COC(=O)C2COc3ccccc3O2)cc1OC (stereo not given)	13%	-17%
O=C1NN=C2CCCCCCC12 (stereo not given)	-11%	5%
O=C(OCc1cn([C@H]2CN(C(=O)c3cccs3)[C@@H](c3ccccc3)C[C@@H]2O)nn1)c1ccccc1	13%	-16%
C[C@H]1CN([C@@H](C)CO)S(=O)(=O)c2ccc(Br)cc2O[C@H]1CN(C)Cc1ccccc1F	-4%	?
CCCCN1C(=O)C(CC(=O)NCCc2ccccn2)CC(C(=O)N(C)C)=C1C (stereo not given)	6%	-16%
Cc1ccn2c(Cc3ccccc3)c(-c3ccc(Br)cc3)nc2c1	9%	-10%
Cc1ccc(S(=O)(=O)N2C[C@H]3N(C(=O)OC(C)C)N(C(=O)OC(C)C)C[C@H](OC(=O)NCc4ccccc4F)[C@@]3(O)C2)cc1	-1%	-15%
COc1cccc(COC(=O)CSCC(=O)Nc2ccc(C)cc2)c1OC	6%	0%
Cc1ccccc1-c1ccc2c(c1)O[C@H](CN(C)C(=O)C1CC1)[C@@H](C)CN([C@@H](C)CO)S2(=O)=O	7%	-7%
O=C1NCCCC1(c1ccccc1)c1ccccc1	5%	-20%
